Source: PubChem (National Center for Advancing Translational Sciences (NCATS))
L3MBTL1 block: inhibitors of human L3MBTL1; Q9Y468; AlphaScreen L3MBTL1–H3K9me1 peptide binding; Potency, µM (top dose mostly 57.1 µM), for inactives: top-dose activity, negative = inhibition, actives largely listed as inhibitors; hit rate 0.66% among 230,000; AID 485360; also: nearly all actives have a fitted effect of over 60% in size
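Displacement of a biotinylated histone H3(1-15) peptide monomethylated at Lys9 (75 nM) from L3MBTL1 (50 nM) was measured by AlphaScreen after a 30 min room-temperature compound incubation; cefsulodin titration served as intraplate control.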
RECQ1 helicase: RECQ1 (human) helicase inhibition; P46063; RECQ1 DNA unwinding, red fluorescence kinetic read; Potency, µM (doses to about 57.3 µM), for the others: top-dose activity, negative = inhibition, hits mostly inhibitors; hit rate 0.54% among 240,000;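 also: plate controls were vehicle for no effect and no enzyme for full effect; nearly all actives have a fitted effect of over 30% in size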
Target sequence (P46063 whole entry, looked up): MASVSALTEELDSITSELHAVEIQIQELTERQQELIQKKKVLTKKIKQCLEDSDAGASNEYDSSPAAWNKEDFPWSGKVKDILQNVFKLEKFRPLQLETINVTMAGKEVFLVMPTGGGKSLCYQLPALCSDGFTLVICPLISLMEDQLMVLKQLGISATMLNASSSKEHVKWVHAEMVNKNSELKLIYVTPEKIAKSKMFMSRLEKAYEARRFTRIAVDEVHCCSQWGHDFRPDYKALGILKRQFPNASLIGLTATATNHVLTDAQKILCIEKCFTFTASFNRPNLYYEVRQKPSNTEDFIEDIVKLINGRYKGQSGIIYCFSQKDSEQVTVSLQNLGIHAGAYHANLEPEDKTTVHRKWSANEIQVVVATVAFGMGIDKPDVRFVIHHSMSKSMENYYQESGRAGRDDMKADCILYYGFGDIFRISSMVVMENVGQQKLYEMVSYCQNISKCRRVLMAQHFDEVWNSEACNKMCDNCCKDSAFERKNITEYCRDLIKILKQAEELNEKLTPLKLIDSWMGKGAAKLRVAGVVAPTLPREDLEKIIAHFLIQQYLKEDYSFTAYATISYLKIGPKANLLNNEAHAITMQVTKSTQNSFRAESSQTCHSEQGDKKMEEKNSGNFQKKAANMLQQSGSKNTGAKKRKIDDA
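50 nM RECQ1T1 preincubated 15 min with compound in Tris pH 8.0 buffer with MgCl2, DTT, Tween-20 and 2.5 ug/ml poly(dI-dC); started with 200 nM TAMRA/BHQ-2 forked duplex and 2 mM ATP. Unwinding read as fluorescence (525/598 nm), two reads 2 h apart.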
aGlu spleen mod: inhibits or activates alpha-glucosidase in human spleen homogenate. AID 2112. P10253. human spleen homogenate, 4-MU-alpha-glucoside fluorescence. Potency, µM (top dose mostly 79.9 µM), for the others: at the top dose activity change, negative = inhibition, most hits filed as inhibitors. hit rate 0.006% among 240,000;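 also: 0% = enzyme with vehicle and -100% = no enzyme basal signal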
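Enzyme source: human spleen homogenate, 1 ug/well. Buffer 50 mM citric acid/K phosphate pH 5.0, 0.01% Tween-20. 4-MU-alpha-glucoside 1 mM; 37 C x 40 min; NaOH/glycine stop; fluorescence.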
TR SRC2 fluor cs: counter-screen for TRb-SRC2 inhibitors: fluorescence interference. TRb/SRC2 Texas Red total fluorescence interference. Potency, µM (doses to about 106 µM), for inactives: at the top dose fluorescence change, negative = quenching. hit rate 0.29% among 280,000. AID 1479; active = well fitted curve in either direction with a large enough effect; inconclusive = small, poorly fitted or top-dose-only effect
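Human TRβ ligand-binding domain (0.6 uM) and Texas Red SRC2 peptide (20 nM) in Tris buffer with 1 uM T3 and 5% DMSO were incubated with pinned compound for 5 hr at ambient temperature. Total fluorescence was computed as S + 2P (555/632 nm).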
TRb-SRC2 inh: disrupts binding of human TR beta to SRC2; P10828; TRbeta-SRC2 peptide binding, fluorescence polarization; receptor liganded with 1 µM T3; Potency, µM (highest dose often 106 µM), inactives show top-dose activity change, negative = inhibition, actives largely listed as inhibitors; hit rate 0.065% among 280,000; AID 1469;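 also: plate controls were bound peptide for no effect and peptide without receptor for full effect; nearly all actives have a fitted effect of over 50% in size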
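TRb LBD 0.6 uM + Texas Red SRC2 peptide 20 nM, 1 uM T3, Tris buffer w/ 5% DMSO; compound pinned, 5 h RT; FP read ex 555/em 632; normalized to unbound and bound controls.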
RGS12 GoLoco inh: blocks human Gai1 binding to RGS12 GoLoco peptide, red readout; hit rate 0.44% among 230,000; P63096; Gai1:RGS12 GoLoco peptide FP, rhodamine, 10 min; Potency, µM (top dose mostly 61.6 µM), for the others: top-dose activity, negative = inhibition, usual class: inhibitors; AID 880; active = well fitted inhibition curve with a large enough effect, not every such curve was filed as active; inactive = no such curve, though single readings can be large or run the other way; also: nearly all actives have a fitted effect of over 30% in size; many of its hits are not listed in these tables
Target sequence (P63096 whole entry, looked up): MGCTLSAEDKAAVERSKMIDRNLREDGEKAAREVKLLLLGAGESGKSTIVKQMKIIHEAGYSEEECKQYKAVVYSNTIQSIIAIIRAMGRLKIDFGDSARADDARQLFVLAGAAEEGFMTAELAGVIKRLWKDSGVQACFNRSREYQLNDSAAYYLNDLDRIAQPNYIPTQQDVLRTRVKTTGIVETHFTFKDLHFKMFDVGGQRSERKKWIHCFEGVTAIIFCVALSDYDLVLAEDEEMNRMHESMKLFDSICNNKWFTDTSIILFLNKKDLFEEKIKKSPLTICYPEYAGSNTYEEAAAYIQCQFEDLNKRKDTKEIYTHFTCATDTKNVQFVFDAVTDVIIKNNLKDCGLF
GAA glycogen mod: inhibitors or activators of human alpha-glucosidase glycogen cleavage | Potency, µM (doses to about 76.4 µM), for the others: at the highest dose activity change, negative = inhibition, usual class: inhibitors | P10253 | hit rate 0.38% among 300,000 | recombinant GAA, glycogen substrate, Amplex Red glucose oxidase fluorescence;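 also: 0% = full enzyme reaction and -100% = no-enzyme basal signal; the screen sought inhibitors and activators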
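Recombinant human enzyme (4 nM); glycogen substrate; 37 C, 40 min, pH 5.0. Readout: coupled glucose oxidase/Amplex Red fluorescence.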
GAA inhib: blocks human lysosomal alpha-glucosidase. purified human GAA, 4-MU-alpha-glucoside fluorescence. Potency, µM (titrated, usually from 76.9 µM), without a hit: top-dose activity change, negative = inhibition, hits mostly inhibitors. hit rate 0.005% among 200,000. AID 1466;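 also: plate controls were uninhibited enzyme wells for no effect and no-enzyme background for full effect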
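Human alpha-glucosidase, 4 nM, pre-mixed with test compounds before 400 uM 4-methylumbelliferyl substrate; 20 min room temperature at pH 5.0. Fluorescence read after pH 10 stop; AC50 values from Hill-equation fits.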
* = called active by the depositor; i = inactive; ? = inconclusive; / = not tested or not shown; & = joins results of further samples; ! = repeats disagree; [ ] = dose if it differs, or a comment. Unless noted, calls follow the shape of the dose curve; as a rule, active = well fitted curve in the direction sought with a large enough effect; inconclusive = small, poorly fitted or top-dose-only effect, or another doubt; inactive = no such curve, though single readings can be large; an effect the other way counts as inactive or inconclusive. Unless noted, % is scaled to controls: 0 for no effect and ±100 for the full control effect; potency is read from the fitted curve at half-maximal effect. The list is partial; rates above refer to the full screens.

Values run as follows: L3MBTL1 block, RECQ1 helicase, aGlu spleen mod, TR SRC2 fluor cs, TRb-SRC2 inh, RGS12 GoLoco inh, GAA glycogen mod, GAA inhib
> Cc1ccc(CSC2=Nc3sccc3C3=NC(=O)CN23)cc1
    -9%, 32µM*, -15%, -3%, 1%, 49%[activator], -6%, -3%
> CCc1nc(OCC(=O)c2ccccc2)c(C#N)c2c1COC(C)(C)C2
    /, -2%, -5%, -2%, -12%, 8%, -4%, -1%
> O=C(C1CCC(CNc2c(N3CCCCC3)c(=O)c2=O)CC1)N1CCCC1 (centres undefined)
    /, -3%, 0%, -1%, -1%, 1%, 2%, /
> CCOc1ccccc1-n1c(SCC(=O)Nc2ccc(CC)cc2)nc2n[nH]c(C)c2c1=N
    2%, -1%, -14%, -4%, 3%, -3%, 4%, 7%
> CCOC(=O)c1c(C)[nH]c(C)c1C(=O)CSc1nc(N)cc(=O)[nH]1
    /, -6%, 3%, -4%, -4%, 12%, 6%, 2%
> Cc1cc(C)cc(N)c1
    1%, -1%, -7%, 1%, 3%, 17%, /, /
> COc1ccccc1N1CCN(c2ccc(-c3ccccc3)nn2)CC1
    -29%, 8%, -5%, 0%, 6%, 13µM*, -8%, 0%
> O=C(c1cc2sccc2n1Cc1ccccc1)N1CCCc2ccccc21
    /, -10%, 8%, -9%, 6%, -8%, ?, -7%
> COc1ccccc1CN(Cc1nc2ccccc2c(=O)[nH]1)C(=O)Nc1ccc(C)cc1
    /, i, -5%, 1%, -6%, 1%, -4%, -13%
> O=c1c(O)c(-c2ccc(O)c(O)c2)oc2cc(O)ccc12
    /, 3.2µM*!, -8%&4%, -1%&-7%, -4%&3%, -2%&-3%, /, /
> CS/C(=N\S(=O)(=O)c1cccs1)NC(=O)CSc1nc2ccccc2s1
    -15%, ?, -5%, -2%, -11%, -6%, -12%, -1%
> Cc1c(NC(=O)c2c(F)cccc2F)c(=O)n(-c2ccccc2)n1C
    2%, -1%, -11%, 0%, 1%, 6%, 8%, 2%
> Cc1ccc2nc(-c3ccc(N4C(=O)CC(N5CCCC(C)C5)C4=O)cc3)sc2c1 (centres undefined)
    /, i, -4%, 1%, -23%, 7%, 10%, 1%
> Cc1cccc(N2CCN(CCNC(=O)c3cc4c(s3)CS(=O)(=O)C4)CC2)c1C
    /, -1%, 1%, -3%, -2%, 19%, -11%, -25%
> O=C(Nc1nncs1)c1cccc(S(=O)(=O)N2CCc3ccccc32)c1
    3%, -4%, 9%, -2%, 0%, 9%, -5%, -4%
> Cc1[nH]c2ccccc2c1C(c1ccccn1)N1CCCC1 (centres undefined)
    -5%, -6%, -10%, 0%, 2%, -2%, -6%, -7%
> COc1ccc(S(=O)(=O)Nc2ccc(N3CCOCC3)cc2)cc1Br
    /, -15%, -7%, -1%, -8%, -9%, 15%, 6%
> CCCC(=O)Nc1ccc(Cc2ccc(NC(=O)CCC)c(C(=O)O)c2)cc1C(=O)O
    5%, i, 9%, -5%, 0%, 6%, -13%, 12%
> O=C(CN1C(=O)CSc2ccc(S(=O)(=O)N3CCOCC3)cc21)NCc1cccnc1
    -3%, -1%, -1%, -1%, -3%, 5%, 2%, -10%
> O=C1COc2ccc(C(=O)COC(=O)CNC(=O)C3CCCCC3)cc2N1
    ?, -3%, 0%, 2%, -8%, 6%, 0%, 7%
> CN1C(=O)C2(OCC(COc3ccc(Cl)cc3)O2)c2ccccc21 (centres undefined)
    -13%[11.4 µM], i, -6%, 2%, -15%, 12%, -8%, -15%
> O=S(=O)(NCc1ccco1)N1CCCCCC1
    11%, -1%, -4%, 2%, 0%, -7%, 0%, 6%
> Cc1cc(NC(c2cccnc2)c2ccc3cccnc3c2O)no1 (centres undefined)
    ?, 6%, -1%, -1%, -7%, 4%, 2%, -1%
> O=C(CCCCCN1C(=O)c2ccccc2C1=O)Nc1ccc2c(c1)OCCO2
    /, 14%, -13%, 1%, 2%, -1%, -16%, -8%
> COc1cc(NC(=O)CN2CCCCC2C)c(C)cc1[N+](=O)[O-] (centres undefined)
    4%, -6%, -1%, 0%, -4%, -8%, -4%, 4%
> CC(C)(C)c1csc(Sc2ccc([N+](=O)[O-])cn2)n1
    -26%, i, -1%, -7%, -5%, -8%, 7%, /
> CS(=O)(=O)N1CCC(Oc2ccccc2C(=O)N2CCCCC2CO)CC1 (centres undefined)
    17%, -3%, 8%, -2%, 3%, 0%, 4%, ?
> Cc1nn(-c2ccccc2)c2sc(C(=O)N3CCCCC3)cc12
    /, -9%, -3%, 0%, 7%, 0%, 7%, -8%
> Cc1ccccc1OCC(=O)Nc1nnc(S(=O)(=O)N2CCCC2)s1
    11%, /, /, 1%, -4%, /, 12%&-10%[76.3 µM], /
> S=C(NC1CCCCC1)NC1CC2CCC(C1)N2Cc1ccccc1 (centres undefined)
    -8%, -1%, -16%, -1%, 2%, 11%, 17%, 7%
> Cc1noc(C)c1-c1ccc2ncnc(NCc3ccc4[nH]ccc4c3)c2c1
    /, 18%, 11%, -1%, 0%, /, /, /
> Cc1nn(C)c(Cl)c1C(=O)NCC(=O)O
    ?, i, 3%, 1%, -1%, 0%, 12%, -1%
> Cc1ccc2[nH]c(=O)c(CN(C)C(=O)c3ccccn3)cc2c1
    /, i, -1%, 2%, -1%, 11%, 6%, 0%
> O=C(CCNS(=O)(=O)c1cccc2nsnc12)NCc1ccco1
    /, -13%, 3%, -2%, 0%, 5%, 8%, -2%
> Cc1ccc(C(=O)N2CCC3(CC2)Oc2ccc(F)cc2C(=O)C32CC(c3ccccc3)=NO2)s1 (centres undefined)
    /, i, -3%, 0%, 2%, -5%, 2%, /
> CCC(C)(C)NC(=O)CN(C(=O)c1snc(C(N)=O)c1N)c1ccc2c(c1)OCO2
    -1%[11.4 µM], -1%, -14%, -3%, -2%, 8%, -4%, -2%
> CC(C)CCNC(=O)C(CC(C)C)N(Cc1ccc2c(c1)OCO2)C(=O)c1snc(C(N)=O)c1N (centres undefined)
    7%, -1%, 1%, -1%, 8%, 7%, -20%, -3%
> O=C(NCc1ccc(F)cc1)c1noc2c1CCCC2
    -1%, -5%, -6%, 1%, 2%, 9%, -17%, -3%
> Cc1ccc(S(=O)(=O)CCc2nc3ccccc3n2CCC#N)cc1
    2%[11.4 µM], -4%, 0%, -3%, 3%, 3%, 1%, 3%
> CCOC(=O)CNC(=O)c1ccccc1
    2%, i, 2%, -5%, -3%, -7%, 3%, 6%
> Fc1ccc(-n2c(Cc3ccccc3)nnc2SCc2nc(-c3ccc(Cl)cc3)no2)cc1
    /, ?, -13%, -4%, 0%, 9%, -8%, -12%
> O=C(NCCc1ccccn1)C1CC(=O)N(Cc2ccccc2Cl)C1 (centres undefined)
    4%, -4%, -9%, 3%, -5%, 4%, 6%, -2%[15.4 µM]
> O=C(CC1SC(=Nc2ccccc2)N(CCc2c[nH]c3ccccc23)C1=O)Nc1ccccc1F (centres undefined)
    -1%, -13%, -1%, 1%, -13%, 41%[activator], 3%, 4%
> CC1CCCN(C(=O)CSc2nnc(-c3ccc(S(=O)(=O)N4CCOCC4)cc3)n2C)C1 (centres undefined)
    -4%, -5%, -2%, -1%, -15%, -2%, 11%, -6%
> Cc1cc(C)c2nc(N3CCCC(C(=O)N4CCN(c5ncccn5)CC4)C3)sc2c1 (centres undefined)
    /, -5%, -4%, 2%, 15%, -1%, -2%, 4%
> CCOc1ccc(-c2cc(C(=O)N3CCN(C)CC3)c3ccccc3n2)cc1
    /, -2%, -4%, -9%, -1%, 5%, 12%, ?
> COc1ccc(Br)cc1CN1CCCCCCC1
    -2%, -4%, -10%, -3%, -8%, -2%, -6%, 5%
> O=C(CNc1ccccc1)N/N=C/c1ccc([N+](=O)[O-])cc1
    3%, -6%, -2%, 7%, -3%, -4%, -8%, -2%
> CCS(=O)(=O)N1CCN(c2c(Cl)cccc2[N+](=O)[O-])CC1
    1%, i, -1%, -1%, 6%, 2%, 1%, ?
> COc1cc(OC)c(C(=O)OCC(=O)c2cc(C)n(CC3CCCO3)c2C)cc1OC (centres undefined)
    /, -5%, -18%, -2%, 13%, 6%, -13%, -10%

By substructure: the compounds so far with an NH in an aromatic ring.
Values run as follows: L3MBTL1 block, RECQ1 helicase, aGlu spleen mod, TR SRC2 fluor cs, TRb-SRC2 inh, RGS12 GoLoco inh, GAA glycogen mod, GAA inhib
> CCOc1ccccc1-n1c(SCC(=O)Nc2ccc(CC)cc2)nc2n[nH]c(C)c2c1=N
    2%, -1%, -14%, -4%, 3%, -3%, 4%, 7%
> CCOC(=O)c1c(C)[nH]c(C)c1C(=O)CSc1nc(N)cc(=O)[nH]1
    /, -6%, 3%, -4%, -4%, 12%, 6%, 2%
> COc1ccccc1CN(Cc1nc2ccccc2c(=O)[nH]1)C(=O)Nc1ccc(C)cc1
    /, i, -5%, 1%, -6%, 1%, -4%, -13%
> Cc1[nH]c2ccccc2c1C(c1ccccn1)N1CCCC1 (centres undefined)
    -5%, -6%, -10%, 0%, 2%, -2%, -6%, -7%
> Cc1noc(C)c1-c1ccc2ncnc(NCc3ccc4[nH]ccc4c3)c2c1
    /, 18%, 11%, -1%, 0%, /, /, /
> Cc1ccc2[nH]c(=O)c(CN(C)C(=O)c3ccccn3)cc2c1
    /, i, -1%, 2%, -1%, 11%, 6%, 0%
> O=C(CC1SC(=Nc2ccccc2)N(CCc2c[nH]c3ccccc23)C1=O)Nc1ccccc1F (centres undefined)
    -1%, -13%, -1%, 1%, -13%, 41%[activator], 3%, 4%
